Screens deposited in PubChem by several laboratories.
TLR4-MyD88 BLA: inhibitors of human TLR4-MyD88 binding; O00206+Q99836; HeLa CL3-4 TLR4/MyD88 BLA complementation, FRET ratio; inhibition, % at 8.4 µM; hit rate 0.18% among 200,000; AID 861; in the data active means inhibition above about 25%;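 further: 0% = vehicle and 100% = reference inhibitor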
Target sequence (O00206 whole entry, looked up): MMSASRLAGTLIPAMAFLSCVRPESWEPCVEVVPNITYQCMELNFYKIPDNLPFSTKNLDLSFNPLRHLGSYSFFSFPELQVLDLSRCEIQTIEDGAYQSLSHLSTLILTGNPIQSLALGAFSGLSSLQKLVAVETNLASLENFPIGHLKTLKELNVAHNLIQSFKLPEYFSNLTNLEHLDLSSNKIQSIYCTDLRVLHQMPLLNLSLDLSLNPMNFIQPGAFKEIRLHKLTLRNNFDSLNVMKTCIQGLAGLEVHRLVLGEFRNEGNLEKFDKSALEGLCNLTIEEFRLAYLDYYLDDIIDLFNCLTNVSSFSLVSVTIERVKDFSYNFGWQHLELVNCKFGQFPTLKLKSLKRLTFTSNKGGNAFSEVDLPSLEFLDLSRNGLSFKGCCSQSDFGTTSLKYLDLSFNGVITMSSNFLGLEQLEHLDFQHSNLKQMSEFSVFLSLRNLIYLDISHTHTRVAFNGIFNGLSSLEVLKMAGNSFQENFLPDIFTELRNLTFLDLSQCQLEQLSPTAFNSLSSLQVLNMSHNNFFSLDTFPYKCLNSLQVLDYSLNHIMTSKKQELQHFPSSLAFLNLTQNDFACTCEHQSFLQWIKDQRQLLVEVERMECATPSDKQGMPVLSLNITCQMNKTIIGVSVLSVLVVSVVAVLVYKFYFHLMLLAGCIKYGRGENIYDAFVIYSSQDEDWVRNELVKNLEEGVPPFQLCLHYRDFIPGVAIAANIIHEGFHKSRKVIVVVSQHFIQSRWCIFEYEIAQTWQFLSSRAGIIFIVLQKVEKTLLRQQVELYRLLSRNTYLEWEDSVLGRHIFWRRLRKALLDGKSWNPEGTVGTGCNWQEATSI
Target sequence (Q99836 whole entry, looked up): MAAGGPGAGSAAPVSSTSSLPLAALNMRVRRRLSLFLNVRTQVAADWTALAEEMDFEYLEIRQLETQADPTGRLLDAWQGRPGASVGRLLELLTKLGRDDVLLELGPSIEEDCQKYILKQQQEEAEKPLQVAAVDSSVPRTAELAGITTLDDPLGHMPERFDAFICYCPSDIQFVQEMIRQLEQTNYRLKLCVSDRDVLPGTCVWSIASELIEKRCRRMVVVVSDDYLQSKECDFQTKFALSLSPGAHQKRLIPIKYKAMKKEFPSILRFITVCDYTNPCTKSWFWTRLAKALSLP
APP 5UTR inh: APP translation inhibition; SH-SY5Y APP 5'UTR-luciferase reporter, luminescence; inhibition, % at 2 µM; hit rate 0.82% among 190,000;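 active means inhibition above a set limit, derived from the sample mean plus 3 SD, cut at about 45% in these data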; further: values of inactives mirror those of a sister screen read the other way
STAT3 activator: STAT3 signaling activation; hit rate 0.91% among 190,000; activation (% of control), % at 5.6 µM; U3A cells, IL-6 STAT3-luciferase reporter, luminescence; 100% = signal with IL-6 EC80 alone; AID 871;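 active means activation above the screen-wide mean of compound activation plus 3 SD, cut at about 130% in these data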;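 further: 0% = background luminescence of wells with medium and substrate only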
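Material: STAT3-luciferase reporter U3A cells. Controls: IL-6-treated wells, 100% activation. Read-out: % activation versus median of IL-6-stimulated wells. Probe or stimulus: IL-6 stimulus at 33 ng/mL final. Timing: compound 1 h, then IL-6 6 h at 37 °C. Signal: reporter luminescence signal.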
STAT1 inh: inhibitors of IFN-gamma induced STAT1 signaling; NIH 3T3 STAT1-luciferase reporter, luminescence; inhibition, % at 5.5 µM; hit rate 0.35% among 200,000;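 active means inhibition above a set limit, the mean inhibition across all tested compounds plus 3 SD, cut at about 34% in these data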;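 further: 0% = IFN-gamma with DMSO and 100% = IFN-gamma with 300 µM nifuroxazide; values of inactives mirror those of a sister screen read the other way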
G6PDH counter: inhibits Leuconostoc G6PDH, flagging false hits in G6PDH-based assays; Purified L. mesenteroides G6PDH, diaphorase/resazurin coupled fluorescence, 45 min; inhibition, % at 5 µM; hit rate 0.12% among 200,000; AID 1020; in the data active means inhibition above about 50%
Diaphorase inh: counter-screen for diaphorase-based assays: diaphorase inhibitors and chemical oxidizers; diaphorase resazurin-to-resorufin fluorescence, NADH, 16 min; bacterial (C. kluyveri) enzyme, not human; inhibition, % at 20 µM; hit rate 0.69% among 190,000; AID 1217;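 active means primary screen inhibition at 20 µM above a set limit, cut at about 50% in these data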;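 further: plate controls were DMSO with full reaction for no effect and wells lacking NADH for full effect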
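Detection: fluorescence of resorufin formed from resazurin, Ex 544/Em 590 nm; test system: Clostridium kluyveri diaphorase enzyme; amount: 0.14 U/mL diaphorase, enzyme working solution; times: 16-min room-temperature incubation before reading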
Diaphorase act: diaphorase activation or chemical reduction counter-screen; Diaphorase/resazurin coupled assay, resorufin fluorescence, 16 min; stronger effect = higher value; 1 = vehicle wells, 0 = NADH-free wells; hit rate 0.005% among 190,000; activation factor at 20 µM;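 active means diaphorase activity raised at least twofold by the compound at 20 µM; inactive means activation factor below 2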
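Test system: Clostridium kluyveri diaphorase, purified enzyme. Buffer or medium: 50 mM HEPES pH 7.4 buffer plus MgCl2 and Tween 20. Also added: 0.114 mM NADH and 0.1 mM resazurin, final amounts. Dosing: compound 20 µM once, DMSO 1%. Schedule: 16 min enzyme reaction, ambient temperature. Detection: fluorescence of resorufin, 544 nm excitation, 590 nm emission.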
STAT1 act: STAT1 signaling activation. NIH 3T3 STAT1-luciferase reporter, IFN-gamma, luminescence; 100% = IFN-gamma alone, no compound. activation (% of control), % at 5.5 µM. hit rate 2.6% among 200,000. AID 932;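 active means activation above the screen-wide mean activation plus 3 SD, cut at about 130% in these data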;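 further: raw ratio to IFN-gamma control signal so 100% means no change and 0% no light; values of inactives mirror those of a sister screen read the other way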
Hsp70 activator: transcriptional activators of Hsp70. HeLa Hsp70 promoter luciferase reporter, luminescence; scaled: vehicle 0, proteasome-inhibitor control 100%. activation, % at 10 µM. hit rate 0.04% among 200,000. AID 1203;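 active means activation above the mean across all tested compounds plus 3 SD, cutoff set per campaign, cut at about 5.5% in these data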;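 further: 100% = MG132 at 30 µM as the positive control and 0% = DMSO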
STAT3 blocker: inhibitors of IL-6 induced STAT3 signaling; U3A cells, IL-6 STAT3-luciferase reporter, luminescence; host cell line lacks STAT1; inhibition, % at 5.5 µM; hit rate 0.89% among 190,000; AID 862;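 active means inhibition above the mean inhibition across all screened compounds plus 3 SD, cut at about 44% in these data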;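 further: 0% = DMSO only wells and 100% = 100 µM nifuroxazide control wells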
Starred values were filed as active, the others as inactive.

What do the screens show for `C/C=C(\C)CN1CCN(c2ccccc2)CC1`?
TLR4-MyD88 BLA: 6.9; APP 5UTR inh: 4.3; STAT3 activator: 103.3; STAT1 inh: -7.6; G6PDH counter: 10.2; Diaphorase inh: 5.6; Diaphorase act: 0.9; STAT1 act: 107.0; Hsp70 activator: -0.2; STAT3 blocker: 3.8

What do the screens show for `CCc1nnc(NC(=O)CSc2nc3c(c(=O)n2C)SC(C)C3)s1` (configuration not stated)?
TLR4-MyD88 BLA: -7.6; APP 5UTR inh: -0.4; STAT3 activator: 90.0; STAT1 inh: 26.2; G6PDH counter: -19.0; Diaphorase inh: 13.2; Diaphorase act: 0.9; STAT1 act: 73.5; Hsp70 activator: 0.3; STAT3 blocker: 11.5

Results for Clc1ccc(C2=NNC(=NCC3CCCO3)SC2)cc1 (configuration not stated) ?
TLR4-MyD88 BLA: -8.6; APP 5UTR inh: -23.5; STAT3 activator: 108.8; STAT1 inh: -28.4; G6PDH counter: 3.1; Diaphorase inh: 12.1; Diaphorase act: 0.9; STAT1 act: 125.8; Hsp70 activator: -0.2; STAT3 blocker: -16.0

Results for Cc1ccc2nc(NC(=O)Cn3cc4c(n3)CCCCC4)sc2c1 ?
TLR4-MyD88 BLA: -1.4; APP 5UTR inh: -12.9; STAT3 activator: 97.4; STAT1 inh: 1.6; G6PDH counter: -38.7; Diaphorase inh: 16.9; Diaphorase act: 0.8; STAT1 act: 98.6; Hsp70 activator: -0.1; STAT3 blocker: 8.4

What do the screens show for `CC(C)c1ccc(N=c2c([N+](=O)[O-])nn(-c3ccc4c(c3)OCCO4)n2O)cc1`?
TLR4-MyD88 BLA: -16.3; APP 5UTR inh: -4.3; STAT3 activator: 87.1; STAT1 inh: -0.7; G6PDH counter: 4.0; Diaphorase inh: 24.3; Diaphorase act: 0.8; STAT1 act: 100.7; Hsp70 activator: -0.4; STAT3 blocker: 20.8

How did O=C(NN=C1CCCC1)c1ccccc1OCCOc1ccccc1 do in these assays?
TLR4-MyD88 BLA: -21.8; APP 5UTR inh: 12.1; STAT3 activator: 114.7; STAT1 inh: -3.7; G6PDH counter: -3.9; Diaphorase inh: 25.0; Diaphorase act: 0.8; STAT1 act: 101.3; Hsp70 activator: -0.3; STAT3 blocker: -10.4

What do the screens show for `CCOc1ccc(/C=N/Nc2ccc(C(F)(F)F)cc2[N+](=O)[O-])cc1O`?
TLR4-MyD88 BLA: -0.4; APP 5UTR inh: -45.2; STAT3 activator: 98.0; STAT1 inh: 1.1; G6PDH counter: 6.1; Diaphorase inh: 6.6; Diaphorase act: 0.9; STAT1 act: 99.0; Hsp70 activator: -0.3; STAT3 blocker: 5.9

What do the screens show for `CCC(=O)N1CCN(c2cc(C)ccc2C)CC1`?
TLR4-MyD88 BLA: 5.8; APP 5UTR inh: -14.2; STAT3 activator: 91.9; STAT1 inh: -3.7; G6PDH counter: 0.5; Diaphorase inh: 5.9; Diaphorase act: 0.9; STAT1 act: 103.4; Hsp70 activator: 0.0; STAT3 blocker: 13.3

How did Cc1nnc(SCC(=O)NCC(=O)Nc2ccc(F)c(F)c2F)n1Cc1ccccc1 do in these assays?
TLR4-MyD88 BLA: 2.3; APP 5UTR inh: -9.0; STAT3 activator: 102.6; STAT1 inh: -4.1; G6PDH counter: 4.6; Diaphorase inh: -7.8; Diaphorase act: 1.1; STAT1 act: 101.4; Hsp70 activator: -0.4; STAT3 blocker: -1.7

What do the screens show for `O=C(/C=C/c1ccc(Br)cc1)NCc1cccs1`?
TLR4-MyD88 BLA: -2.1; APP 5UTR inh: -9.7; STAT3 activator: 96.5; STAT1 inh: -9.2; G6PDH counter: 7.0; Diaphorase inh: 13.0; Diaphorase act: 0.9; STAT1 act: 108.3; Hsp70 activator: -0.3; STAT3 blocker: 5.0

What do the screens show for `Cc1ccc(-c2cn3c(n2)SCC3)cc1`?
TLR4-MyD88 BLA: -4.6; APP 5UTR inh: -107.2; STAT3 activator: 82.3; STAT1 inh: -45.5; G6PDH counter: 3.5; Diaphorase inh: 12.7; Diaphorase act: 0.9; STAT1 act: 141.0*; Hsp70 activator: 0.4; STAT3 blocker: 23.3

How did Cn1c(=O)oc2cc(S(=O)(=O)N3CCC(N4CCCCC4)CC3)ccc21 do in these assays?
TLR4-MyD88 BLA: -17.8; APP 5UTR inh: 13.4; STAT1 inh: 6.2; G6PDH counter: 4.5; Diaphorase inh: 9.6; Diaphorase act: 0.9; STAT1 act: 93.2; Hsp70 activator: -0.2

How did O=C(CSC1=NCCS1)Nc1ccc(S(=O)(=O)N2CCCCCC2)cc1 do in these assays?
TLR4-MyD88 BLA: 9.0; APP 5UTR inh: -11.1; STAT3 activator: 104.2; STAT1 inh: -8.1; G6PDH counter: 4.4; Diaphorase inh: 25.2; Diaphorase act: 0.7; STAT1 act: 107.4; Hsp70 activator: -0.3; STAT3 blocker: -1.0

Results for O=C(Cn1ccc2ccccc2c1=O)NCCC(=O)Nc1cccnc1 ?
TLR4-MyD88 BLA: -7.8; APP 5UTR inh: -7.2; STAT3 activator: 99.0; STAT1 inh: 7.3; G6PDH counter: 1.8; Diaphorase inh: -1.9; Diaphorase act: 1; STAT1 act: 93.3; Hsp70 activator: 0.0; STAT3 blocker: 4.6

How did COc1cc(Br)c(C(C)NC(=O)c2cccc(Br)c2)cc1OC (configuration not stated) do in these assays?
TLR4-MyD88 BLA: 7.2; APP 5UTR inh: 3.6; STAT3 activator: 96.4; STAT1 inh: 2.7; G6PDH counter: 1.5; Diaphorase inh: 11.5; Diaphorase act: 0.9; STAT1 act: 97.5; Hsp70 activator: -0.4; STAT3 blocker: 9.8

Results for CCc1nnc(NC(=O)c2ccc(NS(=O)(=O)c3ccccc3)cc2)s1 ?
TLR4-MyD88 BLA: 7.8; APP 5UTR inh: 7.0; STAT3 activator: 100.3; STAT1 inh: -3.9; G6PDH counter: 1.4; Diaphorase inh: 6.9; Diaphorase act: 0.9; STAT1 act: 102.6; Hsp70 activator: 0.2; STAT3 blocker: 6.0

How did O=C(NCC(=O)N(c1ccc(F)cc1)C(C(=O)NCC1CCCO1)c1ccccc1)c1ccco1 (configuration not stated) do in these assays?
TLR4-MyD88 BLA: -2.6; APP 5UTR inh: 16.4; STAT3 activator: 101.3; STAT1 inh: -0.7; G6PDH counter: 6.8; Diaphorase inh: 23.2; Diaphorase act: 0.8; STAT1 act: 100.6; Hsp70 activator: -0.1; STAT3 blocker: 3.7

How did CN1CCN(C(=O)c2ccc(N(C)S(=O)(=O)c3cccs3)cc2)CC1 do in these assays?
TLR4-MyD88 BLA: 12.0; APP 5UTR inh: -11.8; STAT3 activator: 100.5; STAT1 inh: 1.5; G6PDH counter: 0.0; Diaphorase inh: 8.6; Diaphorase act: 0.9; STAT1 act: 96.7; Hsp70 activator: -0.1; STAT3 blocker: 2.8

Results for Cc1ccn2c(CNCCn3cccn3)c(C(=O)N3CCCCCC3)nc2c1 ?
TLR4-MyD88 BLA: -7.0; APP 5UTR inh: 4.7; STAT3 activator: 103.2; STAT1 inh: -1.2; G6PDH counter: 11.9; Diaphorase inh: 1.6; Diaphorase act: 1; STAT1 act: 99.1; Hsp70 activator: 0.4; STAT3 blocker: 2.2

Results for Cc1nc(-c2ccccc2)cn2c1nc1ccccc12 ?
TLR4-MyD88 BLA: -1.2; APP 5UTR inh: -0.4; STAT3 activator: 95.3; STAT1 inh: 19.6; G6PDH counter: 6.1; Diaphorase inh: 16.0; Diaphorase act: 0.8; STAT1 act: 82.8; Hsp70 activator: -0.1; STAT3 blocker: 8.3

Results for CS(=O)(=O)n1nc(NCc2cccs2)nc1NCc1cccs1 ?
TLR4-MyD88 BLA: -22.4; APP 5UTR inh: -6.8; STAT3 activator: 102.1; STAT1 inh: -0.6; G6PDH counter: -2.0; Diaphorase inh: 8.3; Diaphorase act: 0.9; STAT1 act: 100.8; Hsp70 activator: 0.1; STAT3 blocker: 7.0

Results for COc1cc(/C=c2\s/c(=C\C(=O)C(C)(C)C)[nH]c2=O)cc(OC)c1OC ?
TLR4-MyD88 BLA: 5.6; APP 5UTR inh: -12.5; STAT3 activator: 94.2; STAT1 inh: 6.0; G6PDH counter: -3.7; Diaphorase inh: 10.7; Diaphorase act: 0.9; STAT1 act: 93.2; Hsp70 activator: -0.1; STAT3 blocker: 12.0

How did CCc1n[nH]c(=S)n1/N=C/c1ccc2c(c1)OCO2 do in these assays?
TLR4-MyD88 BLA: 1.6; APP 5UTR inh: 4.5; STAT3 activator: 98.3; STAT1 inh: -6.7; G6PDH counter: -2.9; Diaphorase inh: 21.3; Diaphorase act: 0.8; STAT1 act: 106.1; Hsp70 activator: -0.5; STAT3 blocker: 5.6

Results for COc1ccc(/C=N/NC(=O)c2cccc(OC(F)(F)C(F)F)c2)c(OC)c1OC ?
TLR4-MyD88 BLA: 3.7; APP 5UTR inh: -2.2; STAT3 activator: 104.5; STAT1 inh: 7.8; G6PDH counter: 3.8; Diaphorase inh: 19.2; Diaphorase act: 0.8; STAT1 act: 93.1; Hsp70 activator: -0.1; STAT3 blocker: -1.2

How did COc1cc(C2Sc3ccccc3NC3=C2C(=O)OC3)cc(OC)c1OC (configuration not stated) do in these assays?
TLR4-MyD88 BLA: 1.8; APP 5UTR inh: -10.1; STAT3 activator: 104.4; STAT1 inh: 5.8; G6PDH counter: 3.9; Diaphorase inh: 11.6; Diaphorase act: 0.9; STAT1 act: 94.6; Hsp70 activator: -0.2; STAT3 blocker: -3.3

How did COc1cc(C2N(C)CCC3(OCCO3)C2(C)C)cc(OC)c1OC (configuration not stated) do in these assays?
TLR4-MyD88 BLA: 5.0; APP 5UTR inh: -12.7; STAT3 activator: 97.0; STAT1 inh: 1.6; G6PDH counter: 5.7; Diaphorase inh: 8.4; Diaphorase act: 0.9; STAT1 act: 98.6; Hsp70 activator: -0.5; STAT3 blocker: 3.9

Results for COc1ccccc1C(C)NC(=O)c1ccc(C)o1 (configuration not stated) ?
TLR4-MyD88 BLA: -4.0; APP 5UTR inh: -0.7; STAT3 activator: 102.8; STAT1 inh: 2.1; G6PDH counter: 1.3; Diaphorase inh: 2.3; Diaphorase act: 1; STAT1 act: 98.1; Hsp70 activator: 0.1; STAT3 blocker: 0.3

What do the screens show for `Cn1c(SCc2ccc(F)cc2)nnc1-c1cccs1`?
TLR4-MyD88 BLA: -16.3; APP 5UTR inh: -121.4; STAT3 activator: 96.2; STAT1 inh: -44.5; G6PDH counter: -1.2; Diaphorase inh: 2.2; Diaphorase act: 1; STAT1 act: 140.3*; Hsp70 activator: 0.6; STAT3 blocker: 5.2
